Source: PubChem BioAssay (several laboratories)
Large T inhibition = SV40 large T antigen inhibitors, biochemical (AID 1903); SV40 large T antigen ATPase/helicase inhibition assay; higher % means a stronger effect; 310,000 tested, 0.39% active; inhibition, % at 20 µM; hits with a dose series show IC50 in µM; in the data active = a potency from the dose series; inconclusive = inhibition mostly from about 32% at the one dose, without a potency; inactive = the rest, 99 in 100 with inhibition below about 32%; note: strong numbers were not always called active
Yfh1-depleted yeast = enhancers of respiration in Yfh1-depleted yeast, dose response, Friedreich's ataxia, plus single-dose screen (AID 1465); S. cerevisiae Yfh1-off respiration, WST-1 reduction, 72 h; higher fold induction means a stronger effect; fold induction at 50 µM; hits with a dose series show EC50 in µM; 220,000 tested, 0.074% active;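 active = fold induction of absorbance versus untreated yeast above a set limit, then at least 30% activation at any dose in follow-up; inconclusive = repeats straddling the limit, or above it without dose testing; inactive = fold induction below the set limit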;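 note: activators that raise dye reduction in frataxin-depleted yeast; strong numbers were not always called active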
GPR55 activation = GPR55 agonists via beta-arrestin recruitment, primary screen, imaging, U2OS cells, beta-arrestin-GFP redistribution (AID 1961); G-protein coupled receptor 55 (Homo sapiens); U2OS GPR55 beta-arrestin-GFP redistribution imaging; higher % means a stronger effect; one-dose activation, % at 10 µM; EC50 in µM for titrated hits; 290,000 tested, 0.048% active;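 active = activation above 40% with more than 50 cells counted in the well; inconclusive = wells holding fewer than 50 cells, flagged as toxic or sparse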;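 note: U2OS osteosarcoma cells stably expressing GPR55 and beta-arrestin-GFP; plate controls were DMSO negative control for no effect and LPI positive control for full effect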
NS5 inhibitors = Dengue-2 NS5 methyltransferase inhibitors, primary screen, biochemical, confirmation dose response (AID 588689) | Genome polyprotein (Dengue virus type 2 (strain 16681-PDK53)) | Dengue-2 NS5 methyltransferase capping enzyme assay, biochemical; higher % means a stronger effect | inhibition, % at 25 µM; hits with a dose series show IC50 in µM | 340,000 tested, 0.3% active; in the data active = a potency from the dose series; inconclusive = inhibition above about 29% without an active follow-up result
NTR1 agonist = agonists of NTR1, primary screen, imaging, U2OS cells, beta-arrestin-GFP, high content (AID 493036). NTR1-U2OS beta-arrestin-GFP spot imaging, agonist mode. activation, % at 20 µM. 330,000 tested, 0.17% active;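 active = activation at or above 40% of the spot to cytoplasm intensity ratio, with at least 20 cells analyzed; inconclusive = wells under 20 cells, flagged as cytotoxic or low count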;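 note: 0% = DMSO without peptide and 100% = 100 nM NTR1 peptide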
Target sequence (P30989 whole entry, looked up): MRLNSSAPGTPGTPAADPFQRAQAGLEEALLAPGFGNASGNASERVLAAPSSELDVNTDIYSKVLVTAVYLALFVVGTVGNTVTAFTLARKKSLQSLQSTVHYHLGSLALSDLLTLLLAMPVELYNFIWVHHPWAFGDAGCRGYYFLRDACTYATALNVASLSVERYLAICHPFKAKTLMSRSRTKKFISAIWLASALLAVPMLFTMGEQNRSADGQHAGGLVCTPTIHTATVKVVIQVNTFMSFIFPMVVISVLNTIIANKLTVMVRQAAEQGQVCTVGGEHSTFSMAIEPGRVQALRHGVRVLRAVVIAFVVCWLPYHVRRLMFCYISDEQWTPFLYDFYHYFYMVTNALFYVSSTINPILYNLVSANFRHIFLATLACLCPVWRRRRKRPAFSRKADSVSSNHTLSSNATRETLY
GPR35 antagonists = GPR35 antagonists blocking zaprinast-driven arrestin recruitment, primary screen, imaging, U2OS, beta-arrestin-GFP, zaprinast agonist (AID 2058); one-dose inhibition, % at 10 µM; IC50 in µM for titrated hits; U2OS GPR35 beta-arrestin-GFP translocation imaging, zaprinast antagonism; higher % means a stronger effect; G-protein coupled receptor 35 (Homo sapiens); 290,000 tested, 0.052% active;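 active = inhibition of at least 50% with at least 30 cells and total cytoplasm GFP at most 10,000,000; inconclusive = under 30 cells or total GFP of 10,000,000 plus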
AID2073 = inhibitors of Mint1-CaV2.2 protein interaction, biochemical, HTRF (AID 2073). Voltage-dependent N-type calcium channel subunit alpha-1B (Homo sapiens). HTRF protein-protein interaction, Mint1-CaV2.2; higher % means a stronger effect. inhibition, % at 20 µM; hits with a dose series show IC50 in µM. 290,000 tested, 0.19% active; in the data active = inhibition mostly above about 51%, no sharp cut-off; inconclusive = no clear call, values can overlap the other calls; inactive = mostly below about 53%; note: some results filed as inactive read as strong as hits
GPR55 LPI antagonism = GPR55 antagonists blocking LPI-driven arrestin recruitment, primary screen, imaging, U2OS, beta-arrestin-GFP, LPI agonist (AID 2013); U2OS GPR55 beta-arrestin-GFP translocation imaging, LPI antagonism; higher % means a stronger effect; G-protein coupled receptor 55 (Homo sapiens); 290,000 tested, 0.13% active; inhibition, % at 10 µM; hits with a dose series show IC50 in µM;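 active = spots per cell inhibited over 60%, with over 100 cells counted and total cytoplasm intensity under 500,000; inconclusive = wells with under 100 cells, flagged as likely toxic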;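 note: U2OS cells stably carrying GPR55 and arrestin-GFP stimulated by 5 µM LPI near EC80; imaged beta-arrestin-GFP aggregate spots per cell after agonist stimulation; plate controls were LPI-stimulated DMSO wells for no effect and DMSO wells without LPI for full effect; some results filed as inactive read as strong as hits; confirmed hits need IC50 under 10 µM and bright autofluorescent wells are also inconclusive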
Rac1 GTP hydrolysis = MgcRacGAP GTPase-activating activity inhibitors, confirmation, biochemical, ADP Hunter fluorescence. Rac GTPase-activating protein 1 (Homo sapiens). MgcRacGAP-stimulated Rac1 GTP hydrolysis, ADP Hunter fluorescence; higher % means a stronger effect; GST-tagged Rac1 F28L mutant substrate. one-dose inhibition, % at 30 µM; IC50 in µM for titrated hits. 340,000 tested, 0.6% active. AID 624330, 2012;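 active = first-screen hits whose inhibition reached a set limit at any dose in the follow-up dose series; inconclusive = inhibition above the set first-screen limit but never retested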;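 note: fluorescence reports GDP produced by GAP-driven GTP hydrolysis; strong numbers were not always called active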
NTR1 agonist cell count 20 µM = recorded beside NTR1 agonist, whose call it bears; cell count; measured here: cell count, cytotoxicity flag
NS5 inhibitors pilot replicate = recorded beside NS5 inhibitors, whose call it bears; inhibition, %; measured here: pilot screen replicate inhibition
* hit, by the source's call; i = inactive; ? = inconclusive; nt = no result given.

SMILES | Large T inhibition | Yfh1-depleted yeast | GPR55 activation | NS5 inhibitors | NTR1 agonist | NTR1 agonist cell count 20 µM | GPR35 antagonists | AID2073 | GPR55 LPI antagonism | Rac1 GTP hydrolysis | others
CCOc1cccc(OCCCCN2CCCCC2)c1 | 0% | i | -0.2% | -5% | -0.8 | 81 | -6% | 4% | 2% | 29%
Cc1ccccc1N(CC(=O)NCCSCc1ccco1)S(C)(=O)=O | 3% | i | 0.2% | -4% | -0.4 | 60 | -6% | -7% | -1% | 6%
CC(=O)c1cccc(NC(=O)C(OC(=O)c2ccccc2NS(=O)(=O)c2cccs2)c2ccccc2)c1 (stereo unspecified) | 9% | ? | 0.2% | -7% | 0.8 | 51 | 3% | 13% | 8% | 5%
COc1ccc(OCC(=O)Nc2ccccc2O)cc1 | 20% | i | -0.1% | -16% | 2.8 | 67 | 14% | 22% | 5% | -1%
Cc1cc([N+](=O)[O-])nn1Cc1ccc(C(=O)N/N=C/c2ccc(O)cc2O)cc1 | 22% | i | 0.5% | -3% | 4.8 | 69 | -5% | 2% | 7% | 19%
O=C(CSc1nnc(-c2cccnc2)n1Cc1ccccc1)NCc1ccco1 | 28% | i | 0.1% | -1% | 0.0 | 58 | -1% | -12% | 8% | 8%
CC(=O)OCCSc1c(-c2ccccc2)c2cc(Cl)ccc2[nH]c1=O | 11% | i | 1.3% | -3% | 4.8 | 63 | 13% | 4% | -3% | 10%
O=C(CSc1nc2ccc(Cl)cc2[nH]1)NCCc1ccc(Cl)cc1 | 3% | i | 0.0% | -4% | 7.2 | 53 | -11% | -8% | 6% | -17%
CCC(C)(C)NC(=O)C(c1ccc(OC)cc1)N(C(=O)CCC(=O)Nc1cc(C)on1)c1cc(OC)ccc1OC (stereo unspecified) | 24% | nt | 0.2% | -7% | -1.1 | 41 | -6% | 5% | 5% | 6%
CCN(C(=O)CSc1nnc(-c2ccccc2)n1C)C1CCS(=O)(=O)C1 (stereo unspecified) | 5% | i | 0.1% | -13% | -0.3 | 76 | -9% | -4% | -8% | 6%

By substructure: the compounds so far containing an NH in an aromatic ring
SMILES | Large T inhibition | Yfh1-depleted yeast | GPR55 activation | NS5 inhibitors | NTR1 agonist | NTR1 agonist cell count 20 µM | GPR35 antagonists | AID2073 | GPR55 LPI antagonism | Rac1 GTP hydrolysis | others
CC(=O)OCCSc1c(-c2ccccc2)c2cc(Cl)ccc2[nH]c1=O | 11% | i | 1.3% | -3% | 4.8 | 63 | 13% | 4% | -3% | 10%
O=C(CSc1nc2ccc(Cl)cc2[nH]1)NCCc1ccc(Cl)cc1 | 3% | i | 0.0% | -4% | 7.2 | 53 | -11% | -8% | 6% | -17%

Ordered by count of non-hydrogen atoms (ascending): some entries from above.
SMILES | Large T inhibition | Yfh1-depleted yeast | GPR55 activation | NS5 inhibitors | NTR1 agonist | NTR1 agonist cell count 20 µM | GPR35 antagonists | AID2073 | GPR55 LPI antagonism | Rac1 GTP hydrolysis | others
CCOc1cccc(OCCCCN2CCCCC2)c1 | 0% | i | -0.2% | -5% | -0.8 | 81 | -6% | 4% | 2% | 29%
O=C(CSc1nc2ccc(Cl)cc2[nH]1)NCCc1ccc(Cl)cc1 | 3% | i | 0.0% | -4% | 7.2 | 53 | -11% | -8% | 6% | -17%
Cc1cc([N+](=O)[O-])nn1Cc1ccc(C(=O)N/N=C/c2ccc(O)cc2O)cc1 | 22% | i | 0.5% | -3% | 4.8 | 69 | -5% | 2% | 7% | 19%
CC(=O)c1cccc(NC(=O)C(OC(=O)c2ccccc2NS(=O)(=O)c2cccs2)c2ccccc2)c1 (stereo unspecified) | 9% | ? | 0.2% | -7% | 0.8 | 51 | 3% | 13% | 8% | 5%

Following part
SMILES | Large T inhibition | Yfh1-depleted yeast | GPR55 activation | NS5 inhibitors | NTR1 agonist | NTR1 agonist cell count 20 µM | GPR35 antagonists | AID2073 | GPR55 LPI antagonism | Rac1 GTP hydrolysis | others
O=C(COC(=O)CSc1ccc([N+](=O)[O-])cc1)NCc1ccco1 | 23% | nt | nt | -1% | 0.3 | 75 | nt | nt | nt | 8%
O=C(CCn1nc(-c2ccccc2)c2ccccc2c1=O)N1CCN(c2ccccc2)CC1 | -2% | i | 0.3% | -3% | 2.8 | 27 | 2% | 2% | 17% | -2%
CC(C)c1ccc(NC(=O)CNC(=O)Cn2ccc3ccccc3c2=O)cc1 | 6% | nt | -0.1% | -2% | 0.8 | 47 | -6% | 23% | 3% | 1%
CC(C)c1ccc(S(=O)(=O)N2CCN(C(=O)C3CCN(C(=O)c4ccc(F)cc4)CC3)CC2)cc1 | 26% | nt | -0.1% | -9% | -0.2 | 66 | 4% | 3% | 18% | 7%
N#Cc1c(-c2ccc(Br)cc2)cc(-c2cccnc2)nc1N | 7% | i | -0.3% | -6% | 0.6 | 72 | 18% | 7% | 4% | -1%
Cc1ccc2nc(NCCCN3CCOCC3)c(C=NCCCN3CCOCC3)c(=O)n2c1 | 3% | i | 0.1% | 9% | nt | nt | -15% | 7% | 15% | 6%
O=C(/C=C/c1ccco1)Nc1cc(Cl)ccc1C(=O)O | 22% | i | 0.1% | 1% | 1.8 | 51 | -21% | -4% | -8% | 18%
Cc1ccc(N2C(=O)C(F)(F)C2c2ccccc2)cc1 (stereo unspecified) | -9% | i | 0.1% | -12% | 0.9 | 45 | -4% | -8% | 15% | 4%
Cc1ccc(-n2ccnc2SCC(=O)O)c(C)c1 | -3% | i | -0.1% | -11% | 0.2 | 34 | 7% | 6% | -8% | 15%
Cc1cc(C)n(-c2nc3ccccc3nc2N2CCCC2)n1 | 19% | i | -0.1% | -2% | -1.0 | 87 | 6% | 10% | 1% | 10%
Cc1ccc(NC(=O)CN(C)C(=O)COc2cccc3cccnc23)cc1 | 9% | i | 0.4% | -5% | 0.0 | 44 | -1% | 5% | 0% | -2%
Cc1cc(C)cc(N2C(=O)CC(Cn3nc(C)cc3C)C2=O)c1 (stereo unspecified) | 7% | i | -0.1% | nt | 0.1 | 58 | 7% | -12% | -13% | nt
Cc1nc(NC(C)c2ccccc2)sc1C(=O)Nc1ccccc1 (stereo unspecified) | 3% | i | -0.3% | -11% | 0.2 | 92 | -10% | -1% | 13% | 13%
O=c1oc2cc(Oc3c([N+](=O)[O-])cc(C(F)(F)F)cc3[N+](=O)[O-])ccc2c2c1CCCC2 | 33% | i | -0.1% | 28% | 7.9 | 84 | -2% | 6% | -4% | 12%
COc1ccccc1NC(=S)N(Cc1ccco1)Cc1cc2cc(C)c(C)cc2[nH]c1=O | 8% | i | 0.4% | -1% | 8.0 | 49 | -7% | 30% | 0% | 8%
CNC(=S)/N=C(\Nc1ccc(C)cc1)c1ccccc1 | 15% | i | -0.1% | nt | -0.6 | 53 | -5% | 2.4µM* | 16% | nt
O=C1CC2(CCCCC2)Oc2ccc(O)cc21 | 6% | i | 0.0% | 2% | -0.3 | 75 | -15% | 5% | -4% | 10%
Cc1cc(C)c(S(=O)(=O)Nc2cccc(-n3cnnn3)c2)c(C)c1 | 8% | nt | -0.2% | 6% | 2.6 | 60 | -3% | 8% | 2% | -1%
CC1(C)Cc2c(cnn2-c2ccc(F)cc2)C(NC(=O)c2ccc(=O)oc2)C1 (stereo unspecified) | 12% | nt | -0.1% | -3% | -0.3 | 66 | -6% | 5% | -3% | 7%
Cc1ccccc1N1CCN(C2CCCN(C(=O)c3cc(C(C)C)[nH]n3)C2)CC1 (stereo unspecified) | 14% | nt | -0.1% | -3% | 1.1 | 57 | -4% | 0% | 5% | -6%
Nc1ccc(-c2c3ccc(=O)cc-3oc3cc(O)ccc23)cc1C(=O)O | 23% | nt | 0.0% | ? | -0.7 | 87 | 7% | 18% | 3% | 10%
CC1CCCC(C)N1C(=O)Cn1c(=O)sc2ccccc21 (stereo unspecified) | 1% | i | 0.3% | -7% | -1.6 | 44 | 3% | 4% | -1% | 0%
Nc1cc(S(=O)(=O)Nc2cc(Cl)ccc2Cl)ccc1N1CCOCC1 | 35% | i | -0.3% | 1% | 0.8 | 46 | -3% | -41% | 9% | 10%
CN(CC(=O)Nc1ccccc1Br)C(=O)c1cccc([N+](=O)[O-])c1 | 17% | nt | -0.2% | 2% | 1.2 | 61 | 1% | 8% | 7% | 2%
Cn1c(SCC(=O)Nc2ccccc2)nnc1-c1ccc(NC(=O)CCc2ccccc2)cc1 | 15% | i | -0.4% | -2% | 7.1 | 109 | 27% | 7% | 4% | 9%
COc1ccc(Br)c(C(=O)Nc2ccc(F)cc2)c1 | -3% | i | -0.2% | 0% | 1.5 | 53 | 5% | -9% | -4% | 7%
Nc1nn(-c2cccc(F)n2)cc1-c1ccc(Cl)cc1 | 6% | i | 0.1% | nt | 3.2 | 86 | 2% | 34% | -4% | 6%
CCOC(=O)c1c(-c2ccc(C)o2)csc1NC(=S)NC(=O)c1ccccc1Br | 14% | i | -0.4% | -4% | 24 | 63 | -10% | 8% | 9% | 3%
O=C(N=Nc1c(O)[nH]c2ccccc12)c1ccc2c(c1)OCO2 | 6% | i | 0.1% | -2% | 1.9 | 95 | -1% | 12% | 11% | 6%
O=C(CSc1nc2nn(-c3ccccc3)c(=O)c-2c2n1CCCCC2)NCCc1ccccc1 | 8% | i | -0.2% | 8% | -0.9 | 38 | 0% | 9% | 0% | 0%
O=C(c1ccc(Cl)cc1)c1cnc(Nc2ccccc2Cl)s1 | 1% | i | 0.0% | -7% | 4.0 | 82 | -21% | 16% | 7% | 7% | NS5 inhibitors pilot replicate=-6.8
COCCCNCC1C(Oc2ccc(Cl)cc2)C(=O)N1c1ccccc1C (stereo unspecified) | 1% | i | -0.6% | 1% | 0.4 | 34 | -4% | 2% | 4% | 5%
Cc1ccc(Cl)c(NC(=O)CN2CCNC(=O)C2)c1Cl | 8% | i | 0.2% | 6% | -2.4 | 105 | 10% | -1% | 11% | -2%
C=CCn1c(C(c2ccccc2)c2ccccc2)n[nH]c1=S | 22% | i | -0.3% | -1% | 1.6 | 54 | 11% | -13% | 16% | 10%
